Bioassay records as filed in PubChem.
GalR3 antag = blocks the human galanin receptor 3; AID 651719; O60755; HEK293 GalR3-CNG cAMP membrane potential fluorescence; galR3 body fused to GalR1 C-terminus; 360,000 compounds, 0.44% hits; inhibition, % at 3 µM;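 active means inhibition above the screen-wide average plus 3 SD, cut at about 13% in these data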;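 further: forskolin and galanin both at EC90 stimulate the cells; cAMP rise reported by CNG channel membrane potential dye signal; 0% = forskolin plus galanin with DMSO and 100% = forskolin alone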
Target sequence (O60755 1-299 limits assumed): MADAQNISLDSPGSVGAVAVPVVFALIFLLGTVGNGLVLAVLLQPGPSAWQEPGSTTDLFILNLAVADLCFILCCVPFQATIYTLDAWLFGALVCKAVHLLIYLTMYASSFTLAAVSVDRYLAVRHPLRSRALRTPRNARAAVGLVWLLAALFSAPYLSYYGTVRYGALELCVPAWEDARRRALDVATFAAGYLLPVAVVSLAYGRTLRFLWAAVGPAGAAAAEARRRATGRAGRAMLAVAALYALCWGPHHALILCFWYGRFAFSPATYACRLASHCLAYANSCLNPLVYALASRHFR
PfM18AAP inh = blocks P. falciparum M18 aspartyl aminopeptidase. AID 1822. inhibition, % at 7.35 µM. recombinant PfM18AAP, H-Glu-NHMec fluorogenic cleavage. 290,000 compounds, 1.2% hits;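 active means inhibition above the campaign mean inhibition over all tested compounds plus 3 SD, cut at about 28% in these data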;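 further: 0% = plate median of test compound wells and 100% = 2 mM ZnCl2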
V1aR counter = activates human V1a receptor in oxytocin agonist counter-screen. CHO-V1R cells, Fluo-8 calcium fluorescence, agonist mode; 0% DMSO, 100% 3 nM vasopressin. 320,000 compounds, 0.25% hits. activation, % at 3 µM. P37288. AID 2797;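 active means activation above the mean activation of all tested compounds plus 3 SD, per screening run, cut at about 20% in these data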;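 further: signal is peak over basal fluorescence ratio across a 100 second FLIPR read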
Target sequence (P37288 whole entry, looked up): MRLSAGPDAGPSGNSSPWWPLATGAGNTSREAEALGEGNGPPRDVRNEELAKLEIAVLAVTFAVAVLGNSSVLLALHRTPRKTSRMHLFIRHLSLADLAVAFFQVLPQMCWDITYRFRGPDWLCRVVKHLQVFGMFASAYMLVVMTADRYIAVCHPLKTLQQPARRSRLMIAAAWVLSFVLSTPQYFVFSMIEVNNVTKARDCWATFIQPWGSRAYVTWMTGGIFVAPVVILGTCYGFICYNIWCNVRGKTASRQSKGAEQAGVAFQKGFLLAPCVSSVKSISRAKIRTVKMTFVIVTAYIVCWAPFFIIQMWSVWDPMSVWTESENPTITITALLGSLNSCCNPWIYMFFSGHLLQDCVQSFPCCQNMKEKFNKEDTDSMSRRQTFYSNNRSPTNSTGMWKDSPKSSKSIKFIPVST
OXTR ag = agonists of human oxytocin receptor; CHO-OTR cells, Fluo-8 calcium fluorescence; normalized: DMSO 0%, oxytocin 100%; activation, % at 3 µM; 320,000 compounds, 0.32% hits;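 active means activation above the mean of all tested compounds plus 3 SD, cutoff set per screening run, cut at about 20% in these data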;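 further: peak over basal fluorescence ratio from a 100 s FLIPR kinetic read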
OXTR potentiator = potentiators of human oxytocin receptor; P30559; CHO-OTR cells, Fluo-8 calcium fluorescence, potentiator mode; 0% = oxytocin EC15, 100% = EC100; activation, % at 3 µM; 320,000 compounds, 0.061% hits; AID 2445;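 active means activation above that plate's cutoff, the mean activation of tested compounds plus 3 SD, cut at about 6.6% in these data, passing the limit was not always enough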;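 further: 100% uses oxytocin at 75 nM as the full agonist control; some results filed as inactive read as strong as hits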
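Assay system: CHO cell line stably expressing human OTR. Reagent: EC15 oxytocin agonist. Dosing: single dose, 3.0 µM nominal final compound concentration. Timing: compound 6 min at room temperature before oxytocin, 100 s read. Signal: kinetic Fluo-8 calcium fluorescence. Controls: oxytocin EC15 low and EC100 high.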
GPR7 antag = antagonists of human GPR7 (neuropeptides B/W receptor 1); GPR7-expressing cells, fluorescence antagonist assay; AID 1861; inhibition, % at 4.4 µM; 290,000 compounds, 1.1% hits; in the data active means inhibition above about 16%, passing the limit was not always enough;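 further: cells stimulated with the agonist NPW; 0% = agonist with vehicle and 100% = vehicle without agonist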
MEKK2 mut-MEK5 = signal of MEK5 binding to mutant human MEKK2 PB1 domain | bead flow cytometry, Alexa488-MEK5 binding to MEKK2 mutant | AID 1530 | 290,000 compounds, 0.35% hits | percent response, % at 10 µM; in the data active means percent response above about 24%, passing the limit was not always enough; further: inactives centre near 1; some results filed as inactive read as strong as hits
NALP1 inh = inhibitors of NALP1 inflammasome in yeast; S. cerevisiae NALP1/ASC/caspase-1 growth, X-gal OD620, 72 h; inhibition, % at 10 µM; 280,000 compounds, 0.61% hits; AID 2071; in the data active means inhibition mostly above about 24%, no sharp cut-off; inactive means mostly below about 32%; further: some compounds called inactive have numbers as strong as hits
MEKK2wt PB1 HTS = raises or lowers MEK5 binding to wildtype human MEKK2 PB1 domain. Q9Y2U5. bead flow cytometry, Alexa488-MEK5 binding to MEKK2 WT; actives lie on both sides. binding response (% of control), % at 10 µM. 290,000 compounds, 1.1% hits. AID 1531; in the data active means binding response below about 67% or above about 130%
Starred values were filed as active, the others as inactive; x = not tested or not shown.

smiles	GalR3 antag	PfM18AAP inh	V1aR counter	OXTR ag	OXTR potentiator	GPR7 antag	MEKK2 mut-MEK5	NALP1 inh	MEKK2wt PB1 HTS
Cc1cccc2sc(NC(=O)CCn3cccc3)nc12	-1	-2	-0.4	-0.7	-1	-1	-1	-2	98
CCC(C)[C@H](NC(=O)OC(C)(C)C)C(=O)N/N=C/c1cccc2nccnc12 (some centres not stated)	-2	15	-0.6	-0.6	-10	-16	-1	20	97
CC(C)N1C(=S)SC(C)(C)C1n1oc(=O)n(-c2ccc(Cl)c(Cl)c2)c1=O (configuration not stated)	-8	0	-0.7	-0.6	-15	-10	4	1	102
Cc1ccc(C)c(N2CCN(C(=O)c3ccc4nsnc4c3)CC2)c1	2	4	1.9	-0.7	-6	9	2	-41	101
O=C1COc2ccc(-c3csc(=Nc4ccc(OC(F)F)cc4)n3CC3CCCO3)cc2N1 (configuration not stated)	-3	4	-1.8	-2.0	-8	-2	-3	-16	96
CC1CCN(C(=O)C(NS(=O)(=O)c2cccc3nsnc23)c2ccccc2)CC1 (configuration not stated)	-5	0	-1.2	-2.5	-8	7	1	12	103
COc1cccc(/C=N/NC(=O)CNC(=O)C(c2ccccc2)c2ccccc2)c1O	-9	11	1.2	0.1	-10	-5	-1	-13	96
Cc1cccc(C)c1NC(=O)CN(C)C(=O)CCC(=O)N1CCOCC1	-2	x	2.0	0.7	6	x	x	x	x
O=C(OCc1ccccc1F)c1ccc2c(c1)OCCO2	-4	2	0.1	-0.2	-14	5	2	14	107
Cc1cccc(Oc2ccc(NS(=O)(=O)c3ccc(C)c(C(=O)O)c3)cc2)c1	-4	x	0.6	-0.2	3	x	x	x	x
CC(=O)Nc1nc2ccc(NC(=O)c3ccco3)cc2s1	9	-10	-0.4	-0.9	-6	3	4	5	107
O=c1[nH]c(SCc2nc3ccccc3n2Cc2ccccc2)nc2ccccc12	-5	7	-0.1	-1.3	-16	1	-4	-4	97
CC(Oc1ccccc1)c1ccnn1S(=O)(=O)c1ccccc1 (configuration not stated)	-7	7	1.0	-2.0	-15	-13	2	-1	101
C=CCN1C(=S)N[C@@H]2CS(=O)(=O)C[C@@H]21	3	0	-0.2	0.2	-10	-8	-1	-6	98
Cc1ccc(NC2CCCN(C(=O)c3ccoc3C)C2)cc1C (configuration not stated)	5	5	x	x	x	-9	3	12	105
COc1cccc(NC(=O)CSc2nc(O)c(C)c(=O)n2-c2ccc(C)cc2)c1	-3	-10	-0.3	0.0	-6	-4	1	8	104
c1ccc(CCNc2ccc3nncn3n2)cc1	0	4	9.1	-0.3	-3	-3	10	x	109
Cc1ccc(S(=O)(=O)NCC(=O)NCC(=O)N2CCN(c3ncccn3)CC2)cc1C	-2	4	-1.2	1.0	-9	-5	15	-11	99
CCOC(=O)N/N=C/c1cn(Cc2ccc(F)cc2)c2ccccc12	-4	-9	-0.8	-0.9	2	15	1	x	102
O=[N+]([O-])c1ccc(NC(=S)N2CCN(S(=O)(=O)c3ccccc3)CC2)cc1	-1	16	x	x	x	2	5	-7	106
O=c1cc(O)nc2n1CCCS2	2	0	0.9	-0.6	-8	2	10	16	107
O=C1c2ccccc2S(=O)(=O)N1CC(O)COc1ccc(Br)cc1 (configuration not stated)	-3	-4	8.2	7.7	-6	4	0	22	94
O=C(Nc1ccc(OC(F)(F)C(F)F)c(NC(=O)c2cccc(F)c2)c1)c1cccc(F)c1	-6	-7	1.7	0.4	-2	-1	1	30	100
CCc1ccccc1NC(=S)N1CCCCCC1	-2	-2	x	x	x	-1	0	-9	98
N#CC1=C(N)N2C(=C(C#N)C13CCCC3)Nc1ccccc12	-5	-1	0.4	1.1	-12	2	-7	18	91
CC(=O)N1CCc2c(sc(NC(=O)Cc3ccc(F)cc3)c2C(N)=O)C1	-1	1	2.5	1.0	4	-6	-2	11	100
COc1ccc(C(=O)Nc2ccnn2C2CCN(C(=O)c3cnsn3)CC2)cc1	-3	-11	0.3	0.1	10	-14	5	-19	105
NC(=O)NOCc1ccc(Cl)cc1Cl	8	-1	1.2	-0.7	-9	-5	1	31	103
C/C(=N\NS(=O)(=O)c1ccc(Br)cc1)c1cccs1	-2	6	0.1	-1.6	-8	-3	1	0	96
O=C(NCCCn1ccnc1)c1cc(-c2ccc(Cl)cc2)nc2ccccc12	-3	7	1.3	-0.8	-3	1	x	14	x
CC(=O)NC(C(=O)NCC(N)=O)C(C)C (configuration not stated)	-1	-10	0.0	-0.6	-2	-2	1	-2	98
O=C(OC1CCN(c2ccc([N+](=O)[O-])cc2)CC1)c1ccccc1	-8	3	0.6	-1.2	-20	29*	1	3	99
CCO[C@@H]1OC(C(=O)N2CCN(C)CC2)=C[C@H](C(C)(C)C)[C@H]1CCCO	x	-8	0.2	0.1	-10	-6	7	8	91
COc1ccc(C2C(C(=O)N3CCCCC3)c3ccccc3C(=O)N2C)cc1 (configuration not stated)	-2	-2	0.8	-0.5	-10	-6	-1	-7	93
O=c1[nH]c(CSc2nnc3ccccn23)nc2ccccc12	-1	2	0.5	0.1	1	-17	-3	14	103
Cn1c(SCc2ccccc2)nnc1-c1ccc(O)cc1	-1	-2	2.3	1.7	-8	6	6	4	107
Cc1ccc([N+](=O)[O-])cc1S(=O)(=O)Nc1ccc(C(=O)N2CCN(C(=O)c3ccco3)CC2)cc1	0	x	-0.8	-1.3	-3	x	x	x	x
NS(=O)(=O)c1ccc(NC(=O)COC(=O)C2CCCCC2)cc1	-3	-8	1.3	0.5	-13	0	-1	0	94
O=C(CCN1C(=O)/C(=C/c2ccccc2F)SC1=S)NCCCN1CCOCC1	-9	12	4.1	2.1	-11	0	1	24	107
CCOC(=O)c1[nH]c2c(c1-c1ccc(OC)cc1)C(=O)CC(c1ccc(OC)c(OC)c1)C2 (configuration not stated)	3	0	-0.1	-1.7	-1	4	-1	25	99
COc1cc(NC(=O)C2CCN(S(=O)(=O)c3cccc4nonc34)CC2)cc(OC)c1	4	1	1.1	1.6	-22	-2	x	6	x
Cc1nn(CC(=O)Nc2ccc3c(c2)OCO3)c(C)c1[N+](=O)[O-]	0	-3	1.2	0.0	-7	-13	4	3	103
Cc1ccc(/C=C/C(=O)NCCc2cccc(Cl)c2)o1	-11	-138	-0.6	-1.9	-16	21	1	14	103
CC(C)(C)C(=O)NC(=S)N1CCCC1	7	0	-0.3	-0.3	0	-10	-1	21	105
Cn1c(CC(=O)NNC(=O)c2ccc(Cl)nc2)nc2ccccc21	-3	x	1.0	1.0	3	x	x	x	x
COc1cccc(NC(=O)N2CCC(C(N)=O)(N3CCCCC3)CC2)c1	-1	2	-0.2	0.2	-5	-2	4	7	96
CN(CC(=O)NC1CCCCCC1)S(=O)(=O)c1ccc(F)cc1	0	5	1.2	-0.3	-3	1	8	-12	104
COc1ccccc1C(=O)NCC(=O)N/N=C/c1cn[nH]c1-c1ccccc1	1	-1	0.2	-0.6	-9	-8	3	9	101
Cc1oc(-c2ccc(Cl)cc2)nc1CN1CCC(C(=O)NCCCN2CCCC(C)C2)CC1 (configuration not stated)	-8	-2	-1.6	-0.2	-5	12	9	26	123
Oc1[nH]c2ccccc2c1C=NCC1CCCO1 (configuration not stated)	2	9	0.1	-0.2	3	-10	1	38	101
CCN(C(=O)CSc1nnnn1C)c1c(N)n(Cc2ccccc2)c(=O)[nH]c1=O	-4	1	-0.9	-0.6	-19	-4	-5	-3	95
CCOC(=O)c1cnc(-n2nc(C)cc2C)[nH]c1=O	-3	6	-0.1	0.4	1	-19	-13	-24	90
CSc1ccc(CNC(=O)Cn2nc(C)c3c(C)n(-c4ccc(C)cc4)nc3c2=O)cc1	-7	-3	-0.1	-1.0	1	-4	11	15	101
C=CC(C)N1C(=O)S/C(=C\c2ccc(N3CCOCC3)cc2C)C1=O (configuration not stated)	-6	-6	0.7	-0.7	-5	-3	-2	22	102
O=C(Nc1ccc(C(=O)N2CCOCC2)cc1)c1ccc([N+](=O)[O-])cc1	-1	1	2.3	1.4	-7	-1	0	3	100
COc1ccc(C2Nc3ccccc3C(=O)N2c2ccc(C)cc2)cc1Cn1nnc2ccccc21 (configuration not stated)	-9	4	0.2	-0.5	3	16	3	6	98
COc1ccccc1-n1c(SCC(=O)N(C)C2CCS(=O)(=O)C2)nc2ccccc2c1=O (configuration not stated)	-4	-2	0.8	-0.8	-11	-12	-5	7	92
CCCCNC(=O)C(=O)N/N=C/c1ccc(OCc2ccccc2)cc1	-5	2	-0.1	-0.8	-19	-10	3	-10	101
O=C(NCCc1ccc(Cl)cc1)c1cnccn1	3	-3	0.9	0.3	-8	-13	8	-3	99
CCOC(=O)C1CCCN(CC(=O)Nc2nccs2)C1 (configuration not stated)	-6	-3	0.5	1.3	1	-18	11	-4	103

More compounds follow:
smiles	GalR3 antag	PfM18AAP inh	V1aR counter	OXTR ag	OXTR potentiator	GPR7 antag	MEKK2 mut-MEK5	NALP1 inh	MEKK2wt PB1 HTS
COCCNCC(=O)Nc1ccccc1Sc1ccccc1	-6	-6	1.2	-0.8	3	-2	7	2	95
O=c1c2ccccc2nnn1COc1cccc(Cl)c1	-8	4	-0.1	-0.4	-3	10	2	15	104
CC(=O)/C(=N/Nc1ccc(C)cc1)Sc1nnc(CCc2ccccc2)n1-c1ccccc1	-6	1	-1.7	-2.3	-3	-7	-1	-2	94
O=C(O)C1=C[C@H](c2ccccc2)C[C@H](OCc2ccc(CO)cc2)O1	-2	-1	0.9	-0.3	-3	-15	8	-10	107
CCc1nnc(NC(=O)c2cccc(S(=O)(=O)N3CCCCC3)c2)s1	-2	-6	1.0	-0.6	-10	-6	4	5	102
COc1ccc(OCCNS(=O)(=O)c2ccccc2)cc1	1	0	1.0	2.3	-10	13	3	-4	105
C=CCNC(=S)NNC(=O)c1cc(Cl)ccc1OC	0	0	0.6	-0.7	-5	4	-8	-6	100
CCC(C)N(C)C1CCN(C(=S)Nc2ccc(OC)cc2)CC1 (configuration not stated)	-6	-5	-0.6	-0.2	-7	-11	-11	12	84
CCOc1ccccc1C1CC(c2ccccc2)Nc2nc(N)nn21 (configuration not stated)	-2	7	0.4	1.8	-7	-5	-1	12	93
O=c1oc2cc([N+](=O)[O-])ccc2nc1/C=C(\O)c1cccc(Br)c1	-3	16	-0.4	0.2	-5	-8	-4	x	92
CCC1CCCCN1C(=O)Nc1cc(Cl)ccc1OC (configuration not stated)	-1	3	-1.4	-2.5	-1	-12	1	35	94
